CAL PDZ FP-1 = CAL PDZ (human) peptide binding inhibition; Q9HD26; 300,000 tested, 0.92% active; AID 602252; inhibition, % at 24.9 µM; purified CAL PDZ, TMR-peptide fluorescence polarization, 1 h;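 active = mean inhibition of at least 30% with at least half of replicates also reaching 30%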;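 note: 0% = DMSO neutral control and 100% = excess unlabeled competitor peptide PRC23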
Tat transport = inhibitors of E. coli Tat protein transport; E. coli MC4100 TorA-mCherry Tat export, fluorescence; inhibition, % at 10 µM; 340,000 tested, 0.036% active;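 active = mean replicate inhibition at least 50% and at least half of replicates individually reaching 50%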;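 note: exported cargo escapes ClpAP degradation while cytoplasmic cargo is degraded and loses fluorescence; 0% = median of neutral control wells and 100% = median of NaSCN control wells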
SR-BI DiI inh = inhibitors of mouse SR-BI mediated HDL lipid uptake | AID 488896 | 320,000 tested, 0.96% active | ldlA[mSR-BI] CHO cells, DiI-HDL uptake fluorescence, 3 h | inhibition, % at 12.5 µM;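 active = mean replicate inhibition of at least 70% and a set share of replicates each scoring 70 or more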;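 note: 0% = median of neutral control wells and 100% = median of positive control wells; values of inactives mirror those of a sister screen read the other way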
Target sequence (Q61009 whole entry, looked up): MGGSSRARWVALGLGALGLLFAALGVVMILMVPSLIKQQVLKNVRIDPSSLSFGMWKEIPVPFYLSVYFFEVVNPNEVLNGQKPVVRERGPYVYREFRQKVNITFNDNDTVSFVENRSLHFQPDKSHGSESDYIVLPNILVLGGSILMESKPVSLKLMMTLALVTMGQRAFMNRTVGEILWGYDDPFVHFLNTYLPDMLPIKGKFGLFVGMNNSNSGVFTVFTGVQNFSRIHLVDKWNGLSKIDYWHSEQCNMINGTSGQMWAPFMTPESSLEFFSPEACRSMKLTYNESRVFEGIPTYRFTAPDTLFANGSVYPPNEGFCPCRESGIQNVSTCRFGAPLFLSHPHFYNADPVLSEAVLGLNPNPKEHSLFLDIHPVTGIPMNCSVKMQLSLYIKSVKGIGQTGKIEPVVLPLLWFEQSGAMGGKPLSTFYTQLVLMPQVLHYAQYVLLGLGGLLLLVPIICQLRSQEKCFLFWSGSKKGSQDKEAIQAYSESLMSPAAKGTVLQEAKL
SR-BI uptake up = activators of SR-BI mediated HDL lipid uptake; CHO ldlA[mSR-BI] cells, DiI-HDL uptake fluorescence, 3 h; 100 = double the neutral-control signal; activation, % at 12.5 µM; 320,000 tested, 0.096% active;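 active = mean replicate activation of at least 60% and every replicate at or above 60%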;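 note: 0% = median plate neutral-control signal and 100% = twice that signal; values of inactives mirror those of a sister screen read the other way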
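Test system: SR-BI-overexpressing, LDLR-lacking CHO cells. Measured by: DiI fluorescence, bottom read. Medium: Ham's F12 with 0.5% BSA, HEPES 25 mM, pH 7.4. Timing: 3 h uptake period with compound, 37 °C.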
Wnt act = Wnt/beta-catenin pathway activation; Wnt/beta-catenin reporter cell assay, activator, plate reader; activation, % at 9.35 µM; 300,000 tested, 1.2% active; in the data active = activation above about 30%, passing the limit was not always enough;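 note: 0% = neutral control wells and 100% = positive control wells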
E coli growth = reduces bacterial viability in AddAB counter-screen; E. coli V3065 growth, OD600 absorbance, 18 h; inhibition, % at 11.9 µM; 330,000 tested, 0.27% active; AID 449728;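 active = inhibition above the campaign's mean inhibition across all tested compounds plus 3 SD, cut at about 9.9% in these data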;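 note: uninfected addAB+ strain grown without phage in ampicillin broth; 0% = DMSO wells and 100% = ciprofloxacin 0.95 µg/ml wells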
AddAB inh = less growth of phage-infected E. coli with AddAB. E. coli expressing H. pylori AddAB, absorbance growth. inhibition, % at 11.9 µM. 330,000 tested, 0.29% active; in the data active = inhibition above about 12%;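 note: 0% = vehicle wells of infected cells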
CAL PDZ FP-2 = blocks peptide binding to human CAL PDZ domain | Q9HD26 | purified CAL PDZ, TMR-peptide fluorescence polarization, 1 h | inhibition, % at 20 µM | 330,000 tested, 0.02% active | AID 504414;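 active = highest replicate inhibition of at least 40%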;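 note: plate controls were DMSO neutral control wells for no effect and unlabeled competitor peptide control wells for full effect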
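Read-out basis: mP drop reported as inhibition | Assay system: Tagged CAL PDZ protein CerCALP, purified | Benchmarks: Unlabelled peptide for full inhibition, DMSO wells as neutral | Schedule: 1 h incubation at room temperature before polarization reading | Buffer or medium: Sodium phosphate/NaCl buffer pH 7.4 with TCEP, IgG, Thesit | Doses: Single point, 20 µM | Measured by: Fluorescence polarization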
MITF act = MITF TRPM1 promoter activation in melanoma cells; SK-MEL-5 TRPM1-promoter luciferase, 24 h; % of positive control, neutral wells = 0; activation, % at 12.5 µM; 300,000 tested, 0.75% active;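 active = mean activation of at least 80% with every replicate also reaching 80%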;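 note: 0% = neutral control wells and 100% = parthenolide positive control wells; values of inactives mirror those of a sister screen read the other way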
phage Ecoli inh = E. coli growth loss with phage present; growth absorbance; inhibition, % at 11.9 µM; 360,000 tested, 0.26% active; in the data active = inhibition above about 11%
Active calls of the source: *; x = not tested or not shown.

Start of the listing, in advance, three compounds:
SMILES | CAL PDZ FP-1 | Tat transport | SR-BI DiI inh | SR-BI uptake up | Wnt act | E coli growth | AddAB inh | CAL PDZ FP-2 | MITF act | phage Ecoli inh
Cc1ccc(N(Cc2ccco2)C(=O)c2cccc(S(=O)(=O)N(C)C)c2)cc1 | -1 | 6 | -13 | 13 | x | -0.7 | -0.6 | -1.6 | 4 | 3.0
COc1ccc(C2CC(=O)Oc3cc4c(cc32)OCO4)cc1 (centres undefined) | -2 | -12 | 3 | -3 | -3 | 0.4 | -0.2 | 0.7 | -5 | 3.1
Cc1cccn2c(=O)c3cc(C(=O)N4CC(C)CC(C)C4)sc3nc12 (centres undefined) | 5 | 8 | x | x | 1 | -0.9 | 2.4 | 0.0 | -4 | 0.5

This part in full (from the top)
SMILES | CAL PDZ FP-1 | Tat transport | SR-BI DiI inh | SR-BI uptake up | Wnt act | E coli growth | AddAB inh | CAL PDZ FP-2 | MITF act | phage Ecoli inh
Cc1ccc(N(Cc2ccco2)C(=O)c2cccc(S(=O)(=O)N(C)C)c2)cc1 | -1 | 6 | -13 | 13 | x | -0.7 | -0.6 | -1.6 | 4 | 3.0
COc1ccc(C2CC(=O)Oc3cc4c(cc32)OCO4)cc1 (centres undefined) | -2 | -12 | 3 | -3 | -3 | 0.4 | -0.2 | 0.7 | -5 | 3.1
Cc1cccn2c(=O)c3cc(C(=O)N4CC(C)CC(C)C4)sc3nc12 (centres undefined) | 5 | 8 | x | x | 1 | -0.9 | 2.4 | 0.0 | -4 | 0.5
CCOC(=O)N1CCN(C(=S)NC(C)(C)C)CC1 | -2 | 2 | -6 | 6 | -3 | 1.1 | 2.9 | -0.6 | 3 | 0.6
CC(=O)NC1C(Oc2cccc(C)c2)OC2COC(c3ccco3)OC2C1O (centres undefined) | -3 | -3 | -27 | 27 | -1 | 0.4 | 1.8 | -0.7 | 3 | 2.3
CN(C)C(=O)C1Cc2ccccc2CN1S(=O)(=O)c1ccc(F)cc1 (centres undefined) | -4 | 5 | -13 | 13 | -1 | -1.3 | 2.0 | -0.1 | 3 | 1.0
O=C(O)c1ccccc1C(=O)NC1CCN(c2nccc(C(F)(F)F)n2)CC1 | -8 | 3 | -4 | 4 | -2 | 0.7 | -1.6 | -0.3 | -2 | 3.6
CCOc1ncccc1C(=O)NCCc1ccc(OC)cc1 | -3 | 0 | x | x | -2 | 2.0 | 3.4 | -1.1 | x | 1.3
CC(=O)Nc1ccc(S(=O)(=O)/N=C2/NC(=O)/C(=C\c3ccco3)S2)cc1 | 7 | 2 | -2 | 2 | -1 | 1.3 | 2.0 | -1.2 | 9 | 3.3
COc1ccc(C2C3=C(CCCC3=O)N(CC(=O)O)C3=C2C(=O)CCC3)cc1 | 1 | -10 | -3 | 3 | 1 | -2.1 | 1.7 | -1.0 | x | -0.5
O=C(CSc1cn(CC(=O)N2CCCCC2)c2ccccc12)NCC1CCCO1 (centres undefined) | 7 | -12 | -8 | 8 | -3 | 1.5 | 6.2 | -0.7 | 1 | 4.9
Cc1cc(C)c(C#N)c(N2CCN(CCOc3ccc(Cl)cc3)CC2)n1 | -1 | 2 | -9 | 9 | -2 | 0.1 | -1.8 | -3.4 | 0 | 0.4
CC(OC(=O)c1ccc(Cl)nc1)C(=O)NC1CCCC1 (centres undefined) | 0 | 5 | -412 | 412* | -1 | 0.7 | 2.4 | -1.0 | 0 | 1.7
CCN(CC)CCCNC(=O)CCc1ccccc1 | -4 | -6 | -12 | 12 | x | -1.8 | 4.5 | -0.2 | -5 | 1.3
COC(=O)c1cc(OC)c(OC)cc1NC(=O)CSc1ccccc1 | -2 | 5 | -10 | 10 | -5 | -1.2 | 1.2 | -2.2 | 5 | -1.1
CCOC(=O)C1CCN(c2c([N+](=O)[O-])c(C(Cl)Cl)nn2-c2ccccc2)CC1 | 0 | 5 | -21 | 21 | x | 1.4 | 2.0 | -0.5 | 2 | 2.2
COc1ccc(OC)c(CN2CCN(C(=O)c3cccs3)CC2)c1 | x | -6 | -5 | 5 | x | 4.7 | 1.6 | -2.5 | -8 | -0.7
CC(=O)N(c1ccccc1C)c1ccccc1C | x | -8 | -20 | 20 | -4 | x | x | 0.6 | 9 | 1.2
O=C(CCc1ccccc1)N1CCN(c2ccccc2F)CC1 | -1 | -4 | -2 | 2 | 1 | 1.2 | -0.1 | -0.4 | 20 | 1.3
CN(c1ccccc1)S(=O)(=O)c1cccc(NC(=O)CSc2nnc(C3CC3)n2C)c1 | 2 | -3 | 4 | x | 0 | -0.7 | -1.6 | -4.0 | 2 | 0.0
CCc1ccc(S(=O)(=O)Nc2ccc(-c3ccc4nncn4n3)cc2)s1 | -1 | -9 | -5 | 5 | 0 | 0.8 | -1.0 | -3.4 | -10 | 0.2
CCOC(=O)Nc1ccc2c(c1)N(C(=O)C(C)N1CCCC1)c1ccccc1CC2 (centres undefined) | 11 | 2 | -16 | 16 | x | -2.8 | 2.6 | -0.2 | 2 | x
CCN1C(=O)[C@H]2[C@@H](c3ccc(C)cc3)N3C(=O)N(c4ccc(C)cc4)C(=O)[C@@]3(Cc3ccc(Cl)cc3)[C@H]2C1=O | -2 | -9 | -14 | 14 | 4 | 2.3 | 3.1 | -0.2 | 13 | 4.5
COc1ccccc1-c1ccc(SCC(=O)NC2CCCCC2)nn1 | -3 | -2 | 15 | -15 | 0 | -0.5 | 3.2 | -1.8 | 0 | 0.7
CCN(CC)S(=O)(=O)c1cc(NS(=O)(=O)c2cccs2)ccc1C | -6 | 7 | -24 | 24 | -3 | 0.2 | -0.8 | 0.3 | -7 | 2.9
O=C1NC(Cc2ccccc2)c2nc3ccc(Cl)cc3c(=O)n2-c2ccccc21 (centres undefined) | x | x | x | x | -2 | 1.4 | 3.4 | x | x | 2.0
Cc1cccc(C)c1NC(=O)CN1CCN(CCCC(c2ccc(F)cc2)c2ccc(F)cc2)CC1 | -8 | -5 | 55 | -55 | -15 | 1.4 | -1.9 | -0.3 | -29 | 1.0
CCCCNC(=O)N1CCOCCOCCN(C(=O)NCCCC)CCOCCOCC1 | -4 | -9 | -17 | 17 | -1 | -1.2 | 3.3 | -0.8 | -3 | 3.9
Cc1cc(C)cc(CC2CC(=O)N(c3ccc(Cl)cn3)C2=O)c1 (centres undefined) | 25 | -7 | 9 | -9 | x | 0.7 | 1.4 | -1.1 | 2 | 2.5
O=C1CC(c2ccccc2)CC(O)=C1C=NCc1ccccc1 (centres undefined) | -1 | 1 | 5 | -5 | -2 | -1.2 | -1.5 | -2.0 | 8 | 2.2
CCn1nc(C(=O)OCc2c(C)noc2C)c2ccccc2c1=O | -1 | 5 | 14 | -14 | x | 0.3 | -1.5 | -1.0 | 11 | 4.6
Cc1cc(C)n2nc(C(=O)OCC(=O)c3ccc(F)cc3)nc2n1 | -3 | 1 | -5 | 5 | 1 | -3.5 | -0.5 | -1.7 | 11 | -3.6
COc1ccccc1NC(=O)CN(c1ccc([N+](=O)[O-])cc1)S(=O)(=O)c1ccccc1 | -3 | -8 | -9 | 9 | -1 | -2.2 | -1.8 | 1.2 | -1 | 7.3
Cc1ccc(NC(=S)NCc2ccccc2)cc1C | 0 | -6 | -7 | 7 | 1 | 1.2 | -0.9 | -0.4 | 25 | -0.2
C[C@H](NC(=O)[C@H]1N2C(=O)c3ccccc3C2SC1(C)C)C(=O)NCc1ccncc1 (some centres undefined) | 0 | -1 | -14 | 14 | 0 | 4.3 | 2.6 | -1.4 | -6 | -0.5
COC(=O)CNC(=O)Cn1c(=O)n(Cc2ccc(F)cc2)c(=O)c2sccc21 | 6 | -3 | -11 | 11 | 1 | -0.1 | 1.7 | -1.6 | -2 | 4.5
Cc1cc(Nc2ccccc2)c2c([N+](=O)[O-])c(C)cc(C)c2n1 | 0 | 10 | 29 | -29 | x | -0.2 | 2.7 | 2.3 | -3 | 4.0
O=C(CN1CCCC1)NC12CC3CC(CC(C3)C1)C2 | 12 | 2 | -38 | 38 | 0 | -0.7 | 2.2 | 0.5 | -7 | 3.1
Cc1ccc(C)c(NC(=O)CN(C)C(=O)c2sccc2C)c1 | 1 | -8 | 4 | -4 | 0 | -0.8 | -0.7 | -1.7 | 5 | -0.4

Three compounds out of the list, ordered by heavy-atom count, high to low:
SMILES | CAL PDZ FP-1 | Tat transport | SR-BI DiI inh | SR-BI uptake up | Wnt act | E coli growth | AddAB inh | CAL PDZ FP-2 | MITF act | phage Ecoli inh
C[C@H](NC(=O)[C@H]1N2C(=O)c3ccccc3C2SC1(C)C)C(=O)NCc1ccncc1 (some centres undefined) | 0 | -1 | -14 | 14 | 0 | 4.3 | 2.6 | -1.4 | -6 | -0.5
Cc1cc(C)n2nc(C(=O)OCC(=O)c3ccc(F)cc3)nc2n1 | -3 | 1 | -5 | 5 | 1 | -3.5 | -0.5 | -1.7 | 11 | -3.6
Cc1cc(Nc2ccccc2)c2c([N+](=O)[O-])c(C)cc(C)c2n1 | 0 | 10 | 29 | -29 | x | -0.2 | 2.7 | 2.3 | -3 | 4.0

Screening data as filed in PubChem.
